Source: PubChem BioAssay
HRas wt GTP – human HRas wildtype GTP binding, change in either direction | P01112 | GST-Ras wt beads, Bodipy-FL-GTP binding, flow cytometry; actives lie on both sides | GTP binding activity, % at 10 µM | 190,000 compounds, 0.14% hits | AID 759;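 active means GTP binding activity at least 20% away from the 100% baseline, either lowered as inhibitor or raised as activator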;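 further: 0% = unlabeled GTP competition control and 100% = no-compound control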
Target sequence (P01112 whole entry, looked up): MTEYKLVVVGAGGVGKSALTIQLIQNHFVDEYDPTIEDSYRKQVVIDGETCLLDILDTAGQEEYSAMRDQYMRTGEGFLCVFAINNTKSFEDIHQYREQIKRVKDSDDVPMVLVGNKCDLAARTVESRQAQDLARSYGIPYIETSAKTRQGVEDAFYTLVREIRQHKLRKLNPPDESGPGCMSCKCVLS
Rac1 mut GTP – human Rac1 activated mutant GTP binding change; P63000; GST-Rac1 activated beads, fluorescent GTP binding, flow cytometry; actives lie on both sides; 100% means binding = to untreated wells; percent activity (GTP binding), % at 10 µM; 190,000 compounds, 0.11% hits; AID 764;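 active means GTP binding at least 20 percentage points away from the 100% baseline, in either direction, so actives lie on both sides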
Pf gametocyte – kills late stage P. falciparum gametocytes | P. falciparum stage V gametocytes, ATP luminescence, 24 h | inhibition, % at 10.9 µM | 150,000 compounds, 0.065% hits | AID 743093;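 active means inhibition above the mean plus 3 SD of compounds within the control limits, set per campaign, cut at about 38% in these data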;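 further: 0% = DMSO wells and 100% = medium only without gametocytes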
GSH fluor – GSH bead compound fluorescence profile. GSH beads flow cytometry, compound fluorescence 488/530 nm; active compounds read high. fluorescence (KMESF) at 10 µM. 190,000 compounds, 0.25% hits. AID 1776; in the data active means fluorescence above about 89;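 further: glutathione beads carrying GST-tagged Bcl family fusion proteins plus one bare bead set; values are compound well signal with DMSO vehicle wells as background; inactives centre near 16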
Rab7 wt modul – modulators of GTP binding to dog Rab7 wildtype GTPase; GST-Rab7 beads, fluorescent GTP binding, flow cytometry; actives lie on both sides; untreated = 100%, excess cold GTP = 0%; GTP binding activity (percent of control), % at 10 µM; 190,000 compounds, 0.055% hits;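 active means fluorescent GTP binding to Rab7 beads changed by at least 20 points from the 100% baseline, either direction, mostly lower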;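 further: median green fluorescence of bound Bodipy-FL-GTP per Rab7 bead population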
Cdc42 wt – modulators (inhibitors or activators) of GTP binding to human Cdc42 wildtype; 190,000 compounds, 0.2% hits; GST-Cdc42 beads, Bodipy-GTP binding, flow cytometry; actives lie on both sides; AID 761; percent activity (GTP binding), % at 10 µM; P60953;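 active means percent activity GTP binding at least 20 points away from the 100% baseline, either down as inhibitor or up as activator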;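 further: median bead fluorescence of bound Bodipy-FL-GTP at 100 nM; 0% = excess unlabeled GTP control and 100% = no compound control; below 100% means less GTP binding so inhibitor and above means activator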
Target sequence (P60953 whole entry, looked up): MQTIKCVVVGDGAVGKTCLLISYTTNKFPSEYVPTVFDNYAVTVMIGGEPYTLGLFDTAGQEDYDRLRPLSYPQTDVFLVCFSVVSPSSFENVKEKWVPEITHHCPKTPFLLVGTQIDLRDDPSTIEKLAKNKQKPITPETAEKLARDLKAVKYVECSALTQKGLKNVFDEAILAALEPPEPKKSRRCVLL
Avidin bead fluor – avidin bead compound fluorescence profile; Avidin beads, compound fluorescence 488/530 nm, flow cytometry; active compounds read high; 220,000 compounds, 0.38% hits; fluorescence (KMESF) at 10 µM; AID 1775; in the data active means fluorescence above about 47; further: inactives centre near 10
Rac1 wt GTP bind – alters GTP binding to wildtype human Rac1; P63000; 190,000 compounds, 0.27% hits; GST-Rac1 beads, fluorescent GTP binding, flow cytometry; actives lie on both sides; 0 = cold GTP competed, 100 = untreated; AID 757; GTP binding activity (% of control), % at 10 µM;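 active means GTP binding activity at least 20 points away from the 100% control level, either lower or higher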
Mcl1-Noxa inh – Mcl-1/Noxa interaction inhibition. AID 1022. TR-FRET Mcl-1/Noxa peptide binding, 2 h. inhibition, % at 21.7 µM. Q07820. 220,000 compounds, 1.5% hits;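 active means compounds that cut the protein-peptide binding signal by more than 50% relative to plate controls in a single-dose test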;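 further: His-tagged Mcl-1 with rhodamine Noxa BH3 peptide and terbium anti-His antibody; 0% = Mcl-1 plus Noxa peptide wells and 100% = peptide-only wells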
Target sequence (Q07820 whole entry, looked up): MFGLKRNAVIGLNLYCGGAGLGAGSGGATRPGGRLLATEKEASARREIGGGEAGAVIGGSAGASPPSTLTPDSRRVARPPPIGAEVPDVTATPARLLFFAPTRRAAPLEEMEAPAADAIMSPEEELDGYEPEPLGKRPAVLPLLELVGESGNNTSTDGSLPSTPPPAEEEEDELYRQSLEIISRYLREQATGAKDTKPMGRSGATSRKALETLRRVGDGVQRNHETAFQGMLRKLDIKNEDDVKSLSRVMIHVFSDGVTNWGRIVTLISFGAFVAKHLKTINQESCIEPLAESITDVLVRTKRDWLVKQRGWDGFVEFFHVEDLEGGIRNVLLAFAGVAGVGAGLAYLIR
Mcl1-Bid inh – Mcl-1/Bid interaction inhibition | inhibition, % at 21.7 µM | 220,000 compounds, 0.97% hits | AID 1021 | Q07820 | TR-FRET Mcl-1/Bid-Dy647 peptide binding, 1536-well;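 active means compounds that cut the binding signal by more than half at the single screening dose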;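 further: His-tagged Mcl-1 with europium anti-His antibody binding Bid BH3 peptide; 0% = Mcl-1 plus peptide wells and 100% = peptide-only wells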
Rab2 wt GTP – changes GTP binding to wildtype dog Rab2A, up or down; P61105; GST-Rab2 wt beads, Bodipy-GTP binding, flow cytometry; GTP binding activity, % at 10 µM; 190,000 compounds, 0.19% hits; AID 760;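 active means GTP binding activity at least 20 points away from 100%, either lowered or raised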;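 further: 0% = beads with excess unlabeled GTP and 100% = no-compound control corrected for plate trend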
Numbers without * were called inactive; x = not tested or not shown.

SMILES	HRas wt GTP	Rac1 mut GTP	Pf gametocyte	GSH fluor	Rab7 wt modul	Cdc42 wt	Avidin bead fluor	Rac1 wt GTP bind	Mcl1-Noxa inh	Mcl1-Bid inh	Rab2 wt GTP
CC(=O)Oc1ccccc1/C=C1\CCOC1=O	101	99	-6	5	97	103	8	103	-5	-37	99
O=C(NCc1ccco1)/C(=C/c1cccnc1)NC(=O)c1ccco1	102	99	x	24	102	103	-2	102	12	-5	101
O=C(NCC1CCCO1)C1CCN(C2CCN(C(=O)Cc3ccsc3)CC2)CC1 (stereo not given)	97	95	-22	20	97	98	9	98	6	-70	98
CCOc1ccc(/C=N/N2C(=O)C(CC(=O)Nc3ccc(F)cc3F)SC2=NC)cc1OC (stereo not given)	101	102	x	22	104	104	11	109	16	28	103
O=C(Cn1c(=O)oc2cc(S(=O)(=O)NCc3ccccc3)ccc21)NCc1ccco1	94	97	x	24	91	93	3	96	-3	-25	97
O=C(CC1C(=O)NCCN1C(=S)Nc1ccccc1)Nc1ccc2c(c1)OCCO2 (stereo not given)	95	94	22	15	94	97	31	94	-7	-37	95
COc1ccc(-c2csc(NC(=O)C3CC(=O)N(c4ccc5c(c4)OCCO5)C3)n2)cc1 (stereo not given)	99	97	-5	17	99	99	7	100	19	-46	97
O=C(CCN1C(=O)c2cccc3cccc(c23)C1=O)Nc1ccccc1	97	95	-6	19	107	95	7	101	15	-3	99
Cc1nc(N2CCOCC2)nc(OCCN(C)C)c1[N+](=O)[O-]	105	105	-8	9	103	105	7	104	-8	-7	104
CN(C)S(=O)(=O)N(CC(=O)N1CCN(c2ccccc2F)CC1)c1ccccc1	97	95	x	9	101	97	3	98	9	-27	100
Cc1ccc(N2C(=O)CC(NNc3nc4ccccc4s3)C2=O)cc1C (stereo not given)	102	99	-1	4	100	100	12	105	-2	-22	100
Cc1c(/C=N/NC(=O)c2ccc3c(c2)OCO3)cnn1C	106	104	-9	22	100	110	8	105	7	-25	107
COc1ccc(-c2[nH]ncc2CN2CCCC(C(=O)c3cccc(OC)c3)C2)cc1 (stereo not given)	97	96	x	9	104	95	10	99	-7	-16	99
O=C(COC(=O)c1ccc(Cl)s1)c1ccc[nH]1	98	94	x	12	106	95	28	98	5	-17	97
COc1ccccc1NC(=O)c1ccc(NC(=O)COC(=O)C(C)C)cc1	99	101	x	8	95	100	10	100	10	-19	101

Limited to Rac1 wt GTP bind, Rab7 wt modul and Mcl1-Bid inh, for some of the entries so far:
| SMILES | Rac1 wt GTP bind | Rab7 wt modul | Mcl1-Bid inh |
| --- | --- | --- | --- |
| COc1ccc(-c2[nH]ncc2CN2CCCC(C(=O)c3cccc(OC)c3)C2)cc1 (stereo not given) | 99 | 104 | -16 |
| Cc1nc(N2CCOCC2)nc(OCCN(C)C)c1[N+](=O)[O-] | 104 | 103 | -7 |
| O=C(CC1C(=O)NCCN1C(=S)Nc1ccccc1)Nc1ccc2c(c1)OCCO2 (stereo not given) | 94 | 94 | -37 |

Going on with the list:
SMILES	HRas wt GTP	Rac1 mut GTP	Pf gametocyte	GSH fluor	Rab7 wt modul	Cdc42 wt	Avidin bead fluor	Rac1 wt GTP bind	Mcl1-Noxa inh	Mcl1-Bid inh	Rab2 wt GTP
Cc1ccc(NC(=O)N2CCC(C(=O)NCc3ccc(F)cc3)CC2)cc1	102	101	11	28	99	100	12	105	-4	-6	102
COCC(=O)Nc1cccc2ccccc12	101	98	7	32	100	101	17	101	-10	-16	100
O=C(O)c1cccc(C(=O)Cc2ccccc2)c1	100	101	x	12	104	101	11	105	11	-13	101
CC(C)(O)C#Cc1ccc(C(=O)NCc2ccccc2F)cc1	98	98	13	13	98	100	3	102	6	-9	98
COc1ccccc1CNC(=O)C1CC(c2c(Cl)cccc2Cl)=NO1 (stereo not given)	99	97	x	13	95	99	25	98	10	13	98
CCN(CC)CCNC(=O)C12CC3CC(CC(C3)C1)C2	101	95	x	9	101	98	11	99	26	-35	102
COc1ccc(/C(O)=C2/C(=O)C(=O)N(CCN3CCOCC3)C2c2ccccn2)cc1OC (stereo not given)	100	99	-7	60	99	100	7	101	31	3	100
COc1ccc([C@@H]2[C@H]3C(=O)N(c4cccc(C(F)(F)F)c4)C(=O)[C@H]3ON2C)cc1	98	96	x	36	98	99	6	104	21	4	102
Cc1cc(OC(=O)C(C)(C)C)c([N+](=O)[O-])c(=O)[nH]1	99	95	11	9	108	101	12	106	-4	15	100
CCN(CC(=O)Nc1ccc2c(c1)OCO2)Cc1nc2ccccc2c(=O)[nH]1	97	94	x	49	96	97	15	94	10	-36	97
COc1ccc(Sc2cc(C(F)(F)F)nc(-c3ccccn3)n2)cc1	101	97	10	14	105	100	11	103	6	-11	99
CCCCOc1ccc(C(=O)NC(=S)Nc2ccc(CN3CCOCC3)cc2)cc1	103	103	-6	15	104	106	6	105	9	1	101
COc1ccccc1N1CCN(Cc2cccs2)CC1	104	100	4	13	103	106	15	104	5	-45	104
Cc1cc(C)cc(N(CC(=O)Nc2ccc(-c3nc4ccc(C)cc4s3)cc2)S(C)(=O)=O)c1	100	98	-7	19	101	103	12	102	-36	3	99
CCc1c(C(=O)N2CCN(c3ccccc3F)CC2)[nH]c(C)c1C(C)=O	102	96	x	5	105	99	18	97	2	-20	104
COc1cc(OC)cc(C(=O)Nc2c(F)cccc2F)c1	99	99	-7	29	100	99	7	106	0	10	98
CCCN1CCC(=NNc2ccc(S(=O)(=O)N(CC)CC)cc2[N+](=O)[O-])CC1	99	96	-14	12	100	93	12	100	16	-1	97
N/C(Cc1ccc(Cl)cc1)=N\OC(=O)Cc1ccc([N+](=O)[O-])cc1	98	98	-6	18	104	102	12	100	8	9	99
C=CCNC(=O)CC1Nc2c3ccccc3nc(=S)n2C1=O (stereo not given)	96	97	16	13	100	102	14	98	10	-45	99
COC(=O)C1C2C=CC3(CN(C(C)c4ccc(OC)cc4)C(=O)C13)O2 (stereo not given)	101	101	10	9	99	100	18	99	-11	-17	101
COc1ccc(N(CC(=O)N2CCc3ccccc3C2)S(=O)(=O)c2c(C)nn(C)c2C)cc1	96	95	x	28	97	95	5	97	24	-4	96
CC1(c2ccc(OC(F)F)cc2)NC(=O)N(CC(=O)NC2CCCCC2)C1=O (stereo not given)	99	99	x	11	101	103	24	101	20	-21	99
O=C(Nc1ccc(Nc2ccccc2)cc1)N1CCOCC1	101	100	x	54	98	100	6	103	-11	-23	99
COc1cccc(N2CCN(c3ncnc4c3[nH]c3ccccc34)CC2C)c1 (stereo not given)	99	99	x	10	102	97	10	93	24	-19	104
N#CCCN(CC(=O)O)S(=O)(=O)c1ccccc1	102	99	-16	32	101	100	12	106	-3	-4	100
CCN(CC)S(=O)(=O)c1ccc(C(=O)OCC(=O)Nc2sc3c(c2C#N)CCCCC3)cc1	100	97	11	14	97	99	14	101	15	-40	100
CCCCN(CC)CCNC(=O)CCC(=O)Nc1ccc2nc(N3CCN(C)CC3)cc(C)c2c1	106	101	-6	10	105	102	4	99	26	-45	105
Nc1c(NCCc2ccccc2)c2ccccc2oc1=O	93	91	6	14	92	90	12	92	7	-76	90
O=C(CSCc1nc2c(nnn2Cc2ccc(F)cc2)c(=O)[nH]1)Nc1c(Cl)cc(Cl)cc1Cl	95	91	10	26	99	90	10	96	-14	-21	96
c1ccc(Cc2ccc(OCCCNC3CCCC3)cc2)cc1	100	95	x	18	106	97	10	98	28	16	97
N#C/C(=C\c1ccc(Cl)cc1)c1nc2ncccc2[nH]1	98	99	-16	15	95	100	10	105	24	-1	97
Cc1cccc(NC(=O)c2cccc3c2-c2ccccc2C3=O)n1	93	94	-14	16	97	96	10	99	-5	21	95
Cc1cc(NC(=O)c2ccco2)ncc1NC(=O)Cc1ccccc1	101	103	-9	9	99	104	9	110	14	-12	100
CNC(=O)c1ccsc1NC(=O)c1ccc(S(=O)(=O)N2CCCc3ccccc32)cc1	102	100	x	15	102	101	6	109	-1	0	102
Cc1ccc(CNC(=O)CNS(=O)(=O)c2cccc3nsnc23)cc1	104	99	-21	23	102	103	28	108	9	6	102
CCNS(=O)(=O)c1ccc2nc(NC(=O)c3cccnc3)sc2c1	98	92	7	18	96	99	24	96	9	6	96
Cc1ccnc(N2CCC(C(=O)NNC(=O)c3ccncc3)CC2)n1	97	97	10	23	100	95	9	104	0	-17	97
O=C(NC(=S)Nc1ccc(C(=O)N2CCOCC2)cc1)c1ccc([N+](=O)[O-])cc1	102	100	11	10	100	103	11	105	-6	-37	104
COc1ccc(/C=C2/CC/C(=C\c3ccc(OC)c(OC)c3OC)C2=O)c(OC)c1OC	94	97	x	10	97	96	2	103	24	2	93
CCN(CC)CCNC(=O)CCc1n[nH]c(=O)c2ccccc12	105	102	10	21	98	110	7	105	-8	-52	106
CN(C1CCCCC1)S(=O)(=O)c1ccc(C(=O)O)cc1	97	97	x	24	94	97	3	98	-9	-26	96
CCSc1nnc(NC(=O)COc2ccccc2)s1	102	100	7	54	103	102	2	104	6	-7	102
CCc1ccccc1NC1=NCC(=O)N1Cc1ccc(OC)cc1	105	102	x	20	103	107	37	105	19	16	103
CCOc1ccc(C2N(c3cc(Cl)ccc3OC)C(=O)C3CCCN32)cc1OC (stereo not given)	99	97	x	26	100	98	6	100	7	-3	99
CC1(C)CSC(=S)N1S(=O)(=O)c1ccccc1	99	97	x	12	100	98	36	99	7	-6	98
O=C(c1cccnc1Nc1ccc2c(c1)CCC2)N1CCOCC1	101	99	x	16	103	101	-3	102	9	-10	100
CC/C(O)=C1\C(=O)CC(c2ccccc2)CC1=NCCc1c(C)[nH]c2ccc(C)cc12 (stereo not given)	95	96	x	15	95	100	2	103	-3	-16	98
CCOC(=O)/C(C#N)=C/c1c(Oc2cc(C)cc(C)c2)nc2ccccn2c1=O	98	95	-1	10	100	96	11	98	14	-2	97
CC(C)(C)c1ccc(C(CC(=O)O)NC(=O)c2ccccc2F)cc1 (stereo not given)	96	94	4	11	94	96	5	99	8	-49	97
COc1cccc(/C=C2\SC(N)=NC2=O)c1OS(=O)(=O)c1ccccc1	98	97	-5	11	101	102	10	101	0	6	101
Cc1ccc2oc(=O)c3cnn(CC(=O)NC4CCC(C)CC4)c3c2c1 (stereo not given)	99	98	x	23	98	101	6	102	9	34	100
COC(=O)CN1C(C)=Nc2ccc(Br)cc2C1c1ccccc1 (stereo not given)	96	96	x	32	97	96	6	95	11	67*	96
O=C1CCCC2=C1C1c3ccccc3C(=O)N1c1ccc(C(=O)c3ccccc3)cc1N2 (stereo not given)	99	98	x	48	100	100	4	105	1	-4	98
COCCNC(=S)NNC(=O)c1ccc(-n2cnnn2)cc1	104	99	x	12	110	106	11	104	-1	-44	103
Nc1c(C(=O)O)cnc2nc(N3CCOCC3)nn12	97	94	-1	7	107	95	24	97	20	-50	99
